Screening data as filed in PubChem BioAssay.
PME-1 inh: PME-1 (human) inhibition | 0.53% of 320,000 active | Q9Y570 | inhibition, % at 5.9 µM | recombinant PME-1, FP-Rh probe fluorescence polarization;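 active = inhibition above the campaign mean of all compounds plus 3 SD, cut at about 26% in these data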;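 note: competitive labeling of PME-1 active site by serine hydrolase directed probe; 0% = PME-1 with DMSO and 100% = wells lacking PME-1 enzyme; inhibitors block probe labeling so polarization falls and inhibition rises; many of its hits are not listed in these tables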
Fam108B counter: blocks mouse Fam108B hydrolase in RBBP9 counter-screen; inhibition, % at 9.51 µM; 0.33% of 300,000 active; AID 1947; recombinant Fam108B, FP-Rh probe fluorescence polarization;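 active = inhibition above the screen mean inhibition plus 3 SD, computed separately per campaign, cut at about 18% in these data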;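 note: inhibitors lower polarization as less probe binds the enzyme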
pPAFAH FP inh: pPAFAH (human) enzyme inhibition | AID 463082 | recombinant pPAFAH, FP-rhodamine probe fluorescence polarization | 1.5% of 330,000 active | inhibition, % at 3.39 µM;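 active = inhibition above the mean inhibition across the screen plus 3 SD, cut at about 25% in these data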;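 note: inhibitors block binding of the rhodamine activity-based probe so polarization drops; 0% = enzyme with DMSO and 100% = wells lacking pPAFAH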
AHR activator: activators of human aryl hydrocarbon receptor; 2.5% of 320,000 active; P35869; AHR-responsive luciferase reporter cells, luminescence; activation, % at 5 µM; in the data active = activation above about 47%;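 note: 0% = vehicle wells and 100% = reference agonist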
MEX-5 binding: C. elegans MEX-5 TCR-2 RNA binding activity. Q9XUB2. activity score (negative = inhibition of binding), % at 10 µM. AID 1832. MEX-5/FITC-TCR2 RNA binding, fluorescence polarization; hits give low values. 0.38% of 300,000 active;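 active = inhibition past about -25% in most replicates, and total fluorescence under double the plate's negative control median, limit read from the data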;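 note: 0% = DMSO and -100% = 5 µM competing unlabeled TCR2 RNA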
BCLXL inh: Bcl-xL (human) inhibition. Q07817. GST-Bcl-xL / FITC-Bim BH3 peptide fluorescence polarization. inhibition, % at 10.9 µM. 0.7% of 320,000 active. AID 2129;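 active = inhibition above the mean of all tested compounds plus 3 SD, cutoff set per campaign, cut at about 30% in these data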;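 note: 0% = DMSO wells and 100% = unlabeled Bim-BH3 peptide competitor; inhibitors lower millipolarization by displacing the labeled peptide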
Target sequence (Q07817 whole entry, looked up): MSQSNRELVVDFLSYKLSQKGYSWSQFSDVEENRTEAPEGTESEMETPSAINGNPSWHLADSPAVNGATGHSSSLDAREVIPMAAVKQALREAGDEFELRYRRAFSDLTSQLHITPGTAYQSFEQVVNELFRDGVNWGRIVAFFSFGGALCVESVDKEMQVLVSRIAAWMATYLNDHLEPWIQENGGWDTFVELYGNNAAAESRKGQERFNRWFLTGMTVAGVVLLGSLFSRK
PAFAH1B2 FP inh: inhibitors of human PAFAH1B2. 1.2% of 340,000 active. recombinant PAFAH1B2, FP-rhodamine activity probe, fluorescence polarization. AID 492953. inhibition, % at 3.39 µM;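 active = inhibition above the mean of all tested compounds plus 3 SD, cut at about 24% in these data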;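 note: 0% = enzyme with DMSO and 100% = wells lacking PAFAH1B2; many of its hits are not listed in these tables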
Target sequence (P68402 whole entry, looked up): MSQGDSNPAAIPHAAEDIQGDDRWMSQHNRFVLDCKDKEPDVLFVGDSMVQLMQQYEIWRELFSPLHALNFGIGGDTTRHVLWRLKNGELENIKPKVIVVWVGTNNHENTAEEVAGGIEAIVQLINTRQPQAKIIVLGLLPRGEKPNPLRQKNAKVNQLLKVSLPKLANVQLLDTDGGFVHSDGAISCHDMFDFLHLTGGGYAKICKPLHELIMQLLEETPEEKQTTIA
MCL1 BIM primary: disrupts human MCL1 binding to BIM-BH3 peptide | AID 2057 | GST-MCL1 / FITC-Bim-BH3 fluorescence polarization | Q07820 | inhibition, % at 10.9 µM | 0.68% of 320,000 active;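 active = inhibition above the mean inhibition of all tested compounds plus 3 SD, set per campaign, cut at about 40% in these data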;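 note: 0% = DMSO wells and 100% = unlabeled Bim-BH3 peptide control; higher means more loss of mP so more displacement of Bim peptide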
GLD-1 TGE inh: GLD-1-TGE RNA interaction inhibition (C. elegans); Q17339; 0.44% of 320,000 active; inhibition, % at 5.96 µM; AID 2280; purified GLD-1 + fluorescein TGE RNA, fluorescence polarization;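 active = percent inhibition above a per-plate cutoff, the plate mean of test compounds plus 3 SD, cut at about 30% in these data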;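 note: 0% = DMSO wells with GLD-1 and probe and 100% = wells lacking GLD-1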
Target sequence (Q17339 whole entry, looked up): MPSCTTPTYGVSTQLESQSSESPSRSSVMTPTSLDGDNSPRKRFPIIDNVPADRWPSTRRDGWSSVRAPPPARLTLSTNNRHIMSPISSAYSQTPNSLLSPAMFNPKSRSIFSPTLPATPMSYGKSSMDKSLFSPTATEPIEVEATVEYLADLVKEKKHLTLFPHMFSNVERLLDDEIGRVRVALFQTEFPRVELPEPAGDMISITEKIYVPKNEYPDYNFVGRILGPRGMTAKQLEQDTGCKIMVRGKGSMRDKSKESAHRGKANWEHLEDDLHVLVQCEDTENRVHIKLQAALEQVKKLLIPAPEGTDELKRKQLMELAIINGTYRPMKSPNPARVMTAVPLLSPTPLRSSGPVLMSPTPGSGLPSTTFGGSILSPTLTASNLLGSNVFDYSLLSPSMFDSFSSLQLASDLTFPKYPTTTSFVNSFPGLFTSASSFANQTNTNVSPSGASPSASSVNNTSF
The depositor's hits bear a star; · = no result given. These rows are one share of the data, so the mix of outcomes need not match the whole.

SMILES	PME-1 inh	Fam108B counter	pPAFAH FP inh	AHR activator	MEX-5 binding	BCLXL inh	PAFAH1B2 FP inh	MCL1 BIM primary	GLD-1 TGE inh
COc1cccc(/C=C2\SC(=O)N(CCC(=O)NNC(=O)c3cccc(Cl)c3)C2=O)c1	-13	-18	0	20	2.9	-4	1	-2	-3
COC(=O)c1cn(NC(=O)c2ccc([N+](=O)[O-])cc2Cl)c(=O)c2ccccc12	-1	-2	-1	-1	-3.5	4	-1	3	4
FC(F)(F)c1nc2ccccc2[nH]1	-1	-3	-2	0	2.6	4	·	13	-3
O=C(CSc1ncccc1C(=O)O)c1ccccc1	-2	-2	-10	7	-1.5	5	-4	7	-3
CC(C)OC(=O)c1ccc(NC(=O)c2ccccc2)cc1	-30	-4	1	0	0.0	5	5	-1	5
CC(=O)c1ccc(N2CCN(S(=O)(=O)c3cccc4nonc34)CC2)cc1	3	-3	5	-6	0.9	-5	·	-10	-11
CCOc1cc(C(=O)N2CCc3cc(OC)c(OC)cc3C2)ccc1OC(F)F	3	1	11	1	·	9	·	7	3
COc1ccc(C(=O)NCC(=O)N/N=C/c2ccc(C)o2)cc1OC	2	4	-2	16	-1.6	5	5	5	0
COc1ccccc1Cn1c(/C=C/c2ccccc2)nc2ccccc21	13	-7	14	64*	·	0	2	-1	7
C(#CCN1CCOCC1)COCCOC(c1ccccc1)c1ccccc1	2	-1	4	-1	0.6	0	5	1	1
Clc1ccccc1OCc1nnc(-c2ccccc2)o1	4	-1	11	10	2.6	4	-1	-1	2
Cc1ccc(N2CC(C(=O)Nc3ccccc3C(=O)N3CCOCC3)CC2=O)cc1 (stereo not given)	2	-2	-3	-1	2.8	2	1	7	0
CC(=O)N1c2ccc(F)c(F)c2C[C@H]1C	3	·	-3	-3	·	2	5	-3	-6
COc1c(C)cccc1C(=O)NCc1ccc2c(c1)OCO2	-1	0	2	5	0.3	2	6	2	4
O=C(N/N=C/c1ccc(OC(=O)c2ccc([N+](=O)[O-])cc2)cc1)c1cccnc1	-4	1	0	8	1.1	9	3	8	2
Cc1cc2nnc(SCC(=O)Nc3cc(S(=O)(=O)N4CCOCC4)ccc3Cl)n2c2ccccc12	1	-3	8	2	3.5	5	3	-2	6
Cc1cc(C)c(C)c(S(=O)(=O)NNC(=O)c2cccc(S(=O)(=O)N3CCOCC3)c2)c1C	7	-2	7	5	2.0	3	5	10	1
COCCn1c(SC2CCOC2=O)nc2ccccc2c1=O (stereo not given)	2	2	10	0	0.0	-4	2	-6	0
CCOC(=O)N1CCC(N2Cc3cccc(C(=O)N4CCN(c5cccc(C)c5C)CC4)c3C2=O)CC1	-1	-1	2	-3	0.3	2	3	5	-6
Cn1c(-c2sc3cc(C(F)(F)F)cnc3c2-c2cccnc2)n[nH]c1=S	-1	-2	5	2	0.4	-27	-1	-20	-4
CCOC(=O)c1cnc(NCc2ccccc2)nc1C	3	-3	-2	-6	-0.2	2	0	-3	9
Cc1noc2ncnc(Oc3ccc(Cl)cc3Cl)c12	3	-4	-3	3	0.1	3	0	1	0
CCOC(=O)c1cnn(Cc2cccc(Cl)c2)c1C	9	3	5	1	3.1	8	1	-3	6
CN(C)Cc1c(C(=O)N/N=C/c2ccccc2OCc2ccc(F)cc2)nnn1-c1nonc1N	-4	2	-2	-1	-0.6	-6	1	-7	4
O=C(c1ccccc1)c1ccc(OCC(O)CN2CCOCC2)cc1 (stereo not given)	-1	-3	3	2	3.7	7	5	10	1
COc1ccc(OC)c2[nH]c(=O)c(CCNS(=O)(=O)c3ccc(C)cc3)cc12	-1	4	0	15	0.2	6	-1	6	-2
COCCNc1nc(NCc2ccccc2)c2cnn(C)c2n1	-3	3	5	-1	-0.5	6	4	-2	8
Cc1noc(C)c1NC(=O)Nc1cccc2c1O[C@H](CN(C)C(=O)Nc1ccc3c(c1)OCO3)[C@@H](C)CN([C@H](C)CO)C2=O	·	·	2	2	·	·	4	·	6
CCC1(c2ccc(F)cc2)NC(=O)N(CC(=O)c2ccc[nH]2)C1=O (stereo not given)	-8	-1	13	2	-0.6	4	2	4	0
C/C=C\C(=O)Nc1cccc(C2=NOC3(C2)C[C@@H](C(N)=O)N(C(=O)c2ccc(Cl)cc2)C3)c1 (stereo not given in full)	-1	-2	6	2	1.0	2	3	-6	-3
COc1ccc(CCNC(=O)CSc2nc(-c3ccco3)cc(C(F)(F)F)n2)cc1OC	2	-1	1	0	1.4	8	4	11	2
O=C(O)/C=C/C(=O)NC1CCC(CC2CCC(NC(=O)/C=C/C(=O)O)CC2)CC1 (stereo not given)	1	2	-8	1	-0.1	3	7	3	-5
Cc1cc(S(=O)(=O)Nc2ccc(C(=O)NCc3cccnc3)cc2)ccc1F	0	-5	3	1	0.4	5	-2	5	-5
CCOC(=O)C1=C(COC(=O)/C=C/c2cc(Br)ccc2F)NC(=O)NC1C (stereo not given)	5	2	-3	0	-0.8	-4	0	-2	-5
COc1ccc(C(=O)NC2CCCCCC2)cc1S(=O)(=O)N1CCCC1	-7	1	1	1	0.6	-2	2	-4	5
COc1ccc(N(CC(=O)N2CCN(Cc3ccccc3)CC2)S(C)(=O)=O)cc1	-7	-2	-7	5	0.4	1	2	6	-3
CCOC(=O)N/N=C/c1ccc(OC)c(O)c1	-5	2	5	2	-3.9	0	2	7	4
Cc1onc(-c2c(Cl)cccc2Cl)c1CO/N=C(\C#N)c1c(Cl)cccc1Cl	-6	-4	7	0	3.3	-3	4	-11	-1
Cc1ccc(C2N=C(N)Nc3nc4ccccc4n32)cc1 (stereo not given)	-53	1	5	1	-1.6	5	10	5	7
CCOc1ccccc1CNCc1ccc(F)cc1	3	-2	-1	2	1.3	3	4	5	-1
O=C(C(c1ccccc1)c1ccccc1)N1CCN(Cc2ccc(Br)cc2)CC1	-6	3	-1	-5	-4.2	0	24*	-8	-2
CC(=O)c1ccc(NC(=S)Nc2ccc(N3CCOCC3)cc2)cc1	3	4	11	6	-0.9	17	2	22	7
O=C1N(Nc2ccccc2)C(c2ccc(Br)cc2)C12CCCCC2 (stereo not given)	-2	-1	-1	-1	1.4	1	0	2	9
O=C(CC1C(=O)NCCN1Cc1cccc(Oc2ccccc2)c1)NCc1cccnc1 (stereo not given)	3	-1	4	2	1.6	16	5	13	5
CCc1ccc(NC(=O)CCNS(=O)(=O)c2cccc3nsnc23)cc1	-1	-1	6	3	2.4	3	3	3	7
Cc1ccccc1N1C(=O)C2C3CC(=O)C(c4ccccc43)C2C1=O (stereo not given)	7	2	4	1	-0.1	6	0	7	6
CCN(CC)c1ncn(Cc2c(Cl)cccc2Cl)c2ncnc1-2	-5	-1	10	7	·	-3	2	-10	-4
CC(C)(C)c1ccc(C(=O)NNC(=O)c2ccncc2)cc1	3	-3	2	5	1.7	-1	7	-6	-4
COc1ccc(NC(=O)c2cc(-c3ccc(C)cc3)on2)cc1	3	2	1	2	-1.1	5	3	10	5
CCCNC(=O)C1CCN(S(=O)(=O)c2ccc(Br)cc2)CC1	14	1	0	1	-2.0	5	25*	6	7
CCN(C(=O)Nc1ccccc1OC)c1c(N)n(Cc2ccccc2)c(=O)[nH]c1=O	2	-1	4	3	-2.5	0	3	1	4
c1ccc(N2CCN(c3ccccc3)C2c2cccs2)cc1	-7	0	2	-3	1.9	3	-3	4	5
COc1ccc(/C(C)=N/Nc2ncc(Cl)cc2Cl)c(O)c1	-3	3	2	15	5.4	-1	-5	-2	-6
Cc1cccc(NC(=O)CC2S/C(=N/c3nccs3)N(C)C2=O)c1 (stereo not given)	1	-2	-5	7	-0.2	-3	6	-2	3
CCCCn1c(N)c(N(CC(C)C)C(=O)CSc2n[nH]c(-c3ccc(C)cc3)n2)c(=O)[nH]c1=O	-1	-2	1	0	-0.5	-6	8	-8	-9
C/C(CC(=O)Nc1ccc(Cl)c(C(F)(F)F)c1)=N\NC(=O)c1cccc(O)c1	-20	1	-6	1	-4.2	3	-3	2	8
COc1cc(Br)c(C(=O)c2nccc3cc(OC)c(OC)cc23)cc1OC	22	63*	14	7	0.5	5	20	7	-6
C[C@]12CC(O)C3C(CCC4=CC(=O)CC[C@@]43C)C1CCC2c1csc(-c2ccccc2)n1 (stereo not given in full)	4	-3	4	-3	-1.8	6	-2	4	2
Cc1cc(OCC(=O)Nc2ccccc2C(N)=O)c2c(C)cc(=O)oc2c1	3	-6	2	7	1.1	-5	3	5	9
Cc1ccc2nc(SCC(=O)Nc3oc(C)c4c(C)n[nH]c(=O)c34)[nH]c2c1	-4	·	7	22	·	-2	1	-3	-3

Continued.
SMILES	PME-1 inh	Fam108B counter	pPAFAH FP inh	AHR activator	MEX-5 binding	BCLXL inh	PAFAH1B2 FP inh	MCL1 BIM primary	GLD-1 TGE inh
CSCCC(NC(=O)c1ccccc1)C(=O)O (stereo not given)	-8	7	-3	0	0.5	2	-1	5	2
CC(C)c1ccc(NC(=O)COC(=O)[C@H](CCC(N)=O)NC(=O)c2ccc(F)cc2)cc1	-14	6	1	17	0.0	2	8	-5	4
C/C(=N\N1C(=O)c2ccccc2NC1c1ccco1)c1ccccc1O (stereo not given)	5	3	4	0	0.4	4	6	10	6
CCOC(=O)Cn1c(=O)oc2cc(S(=O)(=O)NC(C)(C)CC)ccc21	4	2	-3	2	-1.9	-3	3	1	-5
COc1cc(/C=C2\C(=N)N3N=C(S(C)(=O)=O)SC3=NC2=O)ccc1OS(=O)(=O)c1ccccc1	-5	-4	6	1	-12	5	·	6	-4
CC(O)[C@H]1CNCCN1CCc1cc(C(F)(F)F)cc(C(F)(F)F)c1 (stereo not given in full)	2	7	5	0	-3.4	11	-1	9	-1
Cn1c(SCc2ccccc2F)nnc1-c1ccccn1	-1	3	5	-2	0.5	-2	7	-4	-3
O=C(Cc1cccs1)N1CCCC(c2nc3c(nnn3Cc3cccc(Cl)c3)c(=O)[nH]2)C1 (stereo not given)	25	-2	7	6	-0.8	3	3	5	5
CCOc1ccc(S(=O)(=O)NN=C(C)c2cccnc2)cc1	·	·	-4	2	·	·	-1	·	0
CCN(CC)c1ccc(/C=N/N2C(C)CCCC2C)c(O)c1 (stereo not given)	-17	-7	2	14	0.7	2	0	-7	2
CC(Cc1ccccc1)NC(=O)CN1C(=O)c2ccccc2S1(=O)=O (stereo not given)	1	4	-5	0	-0.6	5	6	9	3
CCc1noc(C)c1C(=O)NNC(=O)c1ccc(N(CC)CC)cc1	1	·	1	0	·	6	4	-2	2
O=C(CN1C(=O)NC2(CCCCCC2)C1=O)NCc1ccco1	-9	-9	-7	5	-0.6	-12	2	-14	-3
CC(=O)N1CCN(S(=O)(=O)c2cccc(C(=O)Nc3ccc(OC(F)F)cc3)c2)CC1	-1	-1	-4	6	-2.0	8	-1	-1	0
Cc1ccc(C(C2C(=O)CC(C)(C)CC2=O)C2C(=O)CC(C)(C)CC2=O)s1	3	0	1	3	3.8	4	7	-2	4
Cc1cc(Oc2ncccc2[N+](=O)[O-])c2cc(Cl)ccc2n1	-2	2	26*	17	-1.2	9	-1	3	-1
Cc1ccc(SCC(=O)NNC(=O)c2cncc(Br)c2)cc1	·	·	2	4	·	·	29*	·	-12
COCCNC(=O)c1ccc(C(=O)NCCOC)s1	0	-3	4	1	-0.6	0	-1	5	3
